Menin MLL FP TR: inhibitors of human menin-MLL interaction, mutant MLL peptide. O00255. Menin + Texas Red MLL mutant peptide, fluorescence polarization. Potency, µM (highest dose often 61.6 µM), for inactives: at the highest dose FP activity change, negative = inhibition, actives largely listed as inhibitors. 270,000 tested, 0.23% active. AID 1768; active means well fitted inhibition curve with a large enough effect in the polarisation, with a control signal flat, not every such curve was filed as active; inconclusive means small, poorly fitted or top-dose-only effect, or effect the other way, or a change in a side signal; inactive means no such curve, though single readings can be large or run the other way; the % refers to the polarisation; further: potency means the concentration at half of the fitted maximal effect; % of control where 0% means no effect; many of its hits are not listed in these tables
ELG1 genotox: induces genotoxicity in HEK293T cells with luciferase-tagged ELG1 | HEK293T ELG1-luciferase reporter, luminescence, 16 h | Potency, µM (doses to about 46 µM), inactives show at the highest dose activity change, positive = activation, hits mostly activators | 330,000 tested, 1.3% active; further: potency means the concentration at half of the fitted maximal effect; % of control where 0% means no effect; nearly all actives have a fitted effect of over 60% in size
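Genotoxicity was scored as increased ELG1-luciferase reporter signal, measured by ONE-Glo luminescence (30 min, room temperature). Compound or vehicle exposure of the HEK293T reporter cells lasted 16 hr at 37°C.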
Gal4-VP16 FLuc: Gal4-VP16 reporter inhibition counter-screen | Drosophila S2 Gal4-VP16 UAS-luciferase, luminescence, 20 h | 310,000 tested, 3.5% active | Potency, µM (series often up to 53.6 µM), for inactives: top-dose activity, negative = inhibition, hits mostly inhibitors;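 further: Gal4-VP16 expression switched on by copper sulfate through the metallothionein promoter; potency means the concentration at half of the fitted maximal effect; on the % scale 0 is the no-effect control and ±100 the full control effect; nearly all actives have a fitted effect of over 50% in size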
Rab9 prom act: Rab9 promoter activation; Huh7 Rab9 promoter-luciferase reporter, luminescence, 24 h; Potency, µM (highest dose often 9.22 µM), for inactives: at the top dose activation, negative = inhibition, most hits filed as activators; 320,000 tested, 2.8% active; AID 485297; further: potency means the concentration at half of the fitted maximal effect; % of control where 0% means no effect; nearly all actives have a fitted effect of over 60% in size
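Cells were plated at 1500 per well in reduced-serum medium with 10% FBS and left 2 h. Compound in DMSO was then added for 24 h at 37 °C. Reporter signal was read by luminescence after 10 min with luciferase detection reagent.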
FLuc modulator: counter-screen for miR-21 project: firefly luciferase inhibitors or activators; P08659; 360,000 tested, 6.9% active; Potency, µM (series often up to 57.5 µM), inactives show top-dose activity change, negative = inhibition, usual class: inhibitors; AID 588342; purified FLuc, Km substrates, luminescence inhibition;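 further: potency means the concentration at half of the fitted maximal effect; plate controls were vehicle for no effect and reference inhibitor for full effect; nearly all actives have a fitted effect of over 55% in size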
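Purified P. pyralis luciferase, 10 nM final, with Km-level 10 uM D-luciferin and 10 uM ATP in 50 mM Tris acetate pH 7.5, 10 mM Mg acetate, 0.01% Tween-20, 0.05% BSA; 6-point qHTS titration about 60 µM downward; luminescence read.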
NPC1 promoter act: NPC1 promoter activation. 320,000 tested, 2.4% active. Potency, µM (doses to about 9.22 µM), inactives show at the highest dose activation, most hits filed as activators. Huh7 NPC1 promoter luciferase reporter, 24 h;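 further: potency means the concentration at half of the fitted maximal effect; % of control where 0% means no effect; nearly all actives have a fitted effect of over 60% in size; reporter is driven by a mutant NPC1 promoter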
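Luciferase expression driven by the NPC1 promoter was measured in stably transfected Huh7 cells after a 24 h compound incubation, using a luciferase reagent and a luminescence read.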
PKM2 activator: activators of human pyruvate kinase M2; P14618; purified PKM2, Kinase-Glo ATP luminescence, activation; response scale: 0% is enzyme alone, no compound; Potency, µM (series often up to 57.5 µM), inactives show top-dose activation, most hits filed as activators; 260,000 tested, 0.34% active; AID 1631; further: potency means the concentration at half of the fitted maximal effect; on the % scale 0 is the no-effect control and ±100 the full control effect; nearly all actives have a fitted effect of over 55% in size
Target sequence (P14618 whole entry, looked up): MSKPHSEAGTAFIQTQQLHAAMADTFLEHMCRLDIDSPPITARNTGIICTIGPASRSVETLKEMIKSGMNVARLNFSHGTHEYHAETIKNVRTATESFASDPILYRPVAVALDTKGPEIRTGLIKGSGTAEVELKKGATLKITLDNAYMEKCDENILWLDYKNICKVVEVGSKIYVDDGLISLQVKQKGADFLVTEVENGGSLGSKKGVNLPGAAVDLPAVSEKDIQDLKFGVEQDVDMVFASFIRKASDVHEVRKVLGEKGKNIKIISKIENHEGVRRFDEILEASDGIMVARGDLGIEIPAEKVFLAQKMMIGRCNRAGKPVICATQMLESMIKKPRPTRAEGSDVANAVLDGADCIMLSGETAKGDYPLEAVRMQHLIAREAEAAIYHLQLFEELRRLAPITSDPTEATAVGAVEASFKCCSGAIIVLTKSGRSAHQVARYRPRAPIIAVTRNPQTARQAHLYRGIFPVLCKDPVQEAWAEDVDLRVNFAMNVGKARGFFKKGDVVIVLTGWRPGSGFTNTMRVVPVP
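Kinase-Glo luminescence reports ATP generated from ADP (0.1 mM) and PEP (0.5 mM) by purified hPK-M2 after 1 h at room temperature, pH 7.2 imidazole buffer; intermediate enzyme activity allows detecting inhibitors and activators.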
BRCA1 expr act: activators of BRCA1 expression. MCF7-BRCA1-FFLuc reporter, luminescence, 48 h; response scale: scaled: vehicle 0%, 10 µM genistein 100%. Potency, µM (doses to about 46.1 µM), without a hit: at the highest dose activation, most hits filed as activators. 380,000 tested, 1.1% active. AID 624202; further: potency means the concentration at half of the fitted maximal effect; nearly all actives have a fitted effect of over 80% in size; some results filed as inactive show a strong effect at the top dose
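Reporter cells (MCF7, BRCA1 promoter-firefly luciferase) received library compounds across a concentration series for 48 h. End-point luminescence was measured and concentration-effect curves derived after normalization.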
RORg inh: ROR gamma (mouse) transcription inhibition. Drosophila S2 Gal4-RORgamma UAS-luciferase reporter, 20 h. Potency, µM (doses to about 53.6 µM), for the others: at the highest dose activity change, negative = inhibition, hits mostly inhibitors. 310,000 tested, 5.4% active. AID 2551; further: potency means the concentration at half of the fitted maximal effect; on the % scale 0 is the no-effect control and ±100 the full control effect; nearly all actives have a fitted effect of over 60% in size
Target sequence (P51450 whole entry, looked up, the tested form may be a part): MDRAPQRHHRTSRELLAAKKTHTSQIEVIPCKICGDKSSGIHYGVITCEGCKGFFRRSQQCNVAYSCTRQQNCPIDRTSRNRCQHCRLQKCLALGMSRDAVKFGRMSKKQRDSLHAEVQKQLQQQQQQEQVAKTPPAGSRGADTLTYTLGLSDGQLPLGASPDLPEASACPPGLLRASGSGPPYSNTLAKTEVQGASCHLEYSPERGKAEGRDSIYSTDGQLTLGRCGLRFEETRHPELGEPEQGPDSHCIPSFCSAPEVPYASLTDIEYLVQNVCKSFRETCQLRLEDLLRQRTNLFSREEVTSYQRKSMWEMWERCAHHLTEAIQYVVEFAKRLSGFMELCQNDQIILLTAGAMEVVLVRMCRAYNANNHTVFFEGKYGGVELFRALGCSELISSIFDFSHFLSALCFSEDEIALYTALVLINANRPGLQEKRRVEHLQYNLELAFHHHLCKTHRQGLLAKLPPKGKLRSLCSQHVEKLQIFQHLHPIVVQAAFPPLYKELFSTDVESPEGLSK
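Luminescence from a UAS-regulated Photinus luciferase reporter in stably transfected Drosophila Schneider cells is measured; decreased signal marks ROR gamma inhibition. Fusion expression is induced by 700 uM copper sulfate for 20 hr.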
p53 reactivation: mutant p53 re-activation in reporter cells; H1299 p53-A138V BP100-luciferase reporter, luminescence, 24 h; Potency, µM (series often up to 92.2 µM), for inactives: at the top dose activity change, positive = activation, usual class: activators; 320,000 tested, 0.063% active; further: potency means the concentration at half of the fitted maximal effect; % of control where 0% means no effect; nearly all actives have a fitted effect of over 45% in size
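H1299 (p53-null), stable ts p53-A138V + BP100-Luc; 1000 cells/well, Opti-MEM/10% FBS; cpd 4 pt, 1:5; 24 h, 37 deg C, 5% CO2; detection reagent 10 min RT; luminescence.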
Giardia killer: Giardia lamblia killing; AID 540267; Giardia lamblia trophozoite viability; activity change, % at 7.66 µM, hits read low; 340,000 tested, 0.15% active; in the data active means activity change below about -80%; inconclusive means between about -30% and that limit;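 further: parasites exposed to compound for two days anaerobically before the ATP read; on the % scale 0 is the no-effect control and ±100 the full control effect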
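ATP-content bioluminescence gauges trophozoite survival. Cells (100/well) receive compound and incubate anaerobically for 48 hrs at 37 deg C; detection reagent follows for 15-30 min at room temperature.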
The depositor's hits bear a star; ? = inconclusive; . = not tested or not shown; [ ] = another dose, or the depositor's remark. Unless noted, the call rests on the fitted dose curve; in most records, active means well fitted curve in the direction sought with a large enough effect; inconclusive means small, poorly fitted or top-dose-only effect, or another doubt; inactive means no such curve, though single readings can be large; an effect the other way counts as inactive or inconclusive.

SMILES	Menin MLL FP TR	ELG1 genotox	Gal4-VP16 FLuc	Rab9 prom act	FLuc modulator	NPC1 promoter act	PKM2 activator	BRCA1 expr act	RORg inh	p53 reactivation	Giardia killer
Cc1ccc(C)c(NC(=O)CN(C)C(=O)CCN2C(=O)c3ccccc3C2=O)c1	4%	2%	-9%	-6%	7%	-5%	-1%	-9%	-4%	-10%	7
O=CN1CCN(c2ncnc3c2nnn3Cc2c(F)cccc2Cl)CC1	7%	10%	-1%	-8%	-9%	-23%	-8%	0%	1%	14%	-10
CCCC1C2C(=O)N(c3ccccc3OCC)C(=O)C2ON1c1ccccc1 (centres undefined)	1%	0%	-5%	7%	5%	2%	-6%	1%	10%	-2%	1
CC(/C=C1\NC(=S)NC1=O)=C\c1ccccc1	-29%	1%	?	-2%[1.84 µM]	?	9%	-8%	5%	?	18%	-12
Cc1cn(Cc2ccccc2Cn2cc(C)c(=O)[nH]c2=O)c(=O)[nH]c1=O	.	1%	0%	-6%	-1%	-2%	0%	4%	-1%	0%	-2
Cc1ccc2c(c1)nnn2C1CCN(CC(=O)Nc2ccc(F)cc2)CC1	.	-5%	3%	-4%	5%	-4%	5%	-26%	2%	-4%	13
COc1ccc(-c2cc(C(F)(F)F)nc(-n3cncn3)n2)cc1	-1%	1%	1%	-7%	-7%	5%	-2%	-4%	-1%	-2%	-19
COc1cc(NC(=O)CSc2nnc(NC(C)C)s2)cc(OC)c1OC	2%	-2%	-15%	8%	5%	-4%	-29%	-32%	7%	0%	-6
O=C(O)CC(C(=O)O)n1nc(-c2ccccc2)cc1-c1ccccc1 (centres undefined)	-1%	?	17%	3%	?	-2%	6%	-14%	-16%	20%	1
CCN(CC(=O)Nc1ccccc1C(F)(F)F)C(=O)Cc1cccs1	.	0%	.	-1%	7%	-5%	.	1%	.	-3%	11
O=C(CCNC(=O)c1ccccc1)N/N=C/c1ccc([N+](=O)[O-])cc1	2%	-1%	-1%	8%	2%	10%	5%	-17%	5%	2%	8
Cc1ccc(C)c(N(CC(=O)NC2CCCC2)C(=O)c2oc(C(C)(C)C)cc2C)c1	?	-35%[inhibitor]	-8%[0.365 µM]	-8%	-2%	0%	-3%	-48%	?	-6%	2
COc1ccc(C(=O)Cn2nnc(-c3ccccc3NC(=O)C3CCCCC3)n2)cc1	.	-16%	1%	-1%	-3%	4%	-17%	4%	-21%	7%	2
O=C(NCc1ccccn1)c1n[nH]c2ccccc12	-11%	10%	2%	19%	?	29%	-3%	18%	-6%	11%	14
Cc1cc(C)n(CC(=O)NC2CCCCC2C)c(=O)c1C#N (centres undefined)	.	0%	.	1%	0%	-1%	.	12%	.	2%	12
COc1cccc(C(=O)NNC(=O)Cc2csc(N)n2)c1	11%	0%	14%	-1%	5%	-2%	1%	-16%	-47%	10%	-1
N#Cc1c(NC(=S)NC(=O)Cc2cccs2)sc2c1CCCCC2	?	-1%	16µM*	-7%	?	-1%	2%	5%	5µM*	7%	3
COc1ccc(CC(=O)NCC2CCCN(Cc3ccc(SC)cc3)C2)cc1 (centres undefined)	-9%	-4%	-2%	0%	-4%	1%	3%	-6%	?	16%	2
COc1ccc(OCC(=O)Nc2ccc3c(c2)OCO3)cc1	1%	22%	-6%	14%	?	11%	.	-15%	2%	13%	-1
O=C1c2ccccc2NC(c2ccc(O)c(O)c2)N1c1ccccc1Cl (centres undefined)	6%	4%	.	13%	1%	10%	13%	40%	.	.	-16
CN1CCN(C(=O)/C=C/c2ccc([N+](=O)[O-])o2)CC1	-2%	?	?	24%	-1%	-3%	1%	-71%	?	?	?
O=C(O)c1ccc(S(=O)(=O)NCc2cccnc2)cc1	3%	0%	-4%	-9%	-2%	3%	.	-9%	-6%	7%	10
O=c1nc(-c2ccccc2)cc(C(F)(F)F)[nH]1	-5%	3%	-6%	2%	0%	2%	-1%	7%	-32%	0%	7
Cc1cccc(N(CC(=O)NC(C)(C)C)C(=O)CS(=O)CC(=O)Nc2ccc(F)cc2)c1 (centres undefined)	4%	4%	-3%	11%	3%	0%	4%	0%	15%	5%	-6
CCCn1c(=O)c2c(nc3n2CC(C)CN3Cc2ccccc2)n(C)c1=O (centres undefined)	-12%	0%	-3%	-1%	-1%	-7%	2%[0.46 µM]	0%	14%	-6%	1
Cc1ccc(NC(=O)CC2C(=O)NCCN2C(=O)c2ccc(F)cc2)cc1 (centres undefined)	-4%	0%	16%	2%	3%	-7%	0%	2%	2%	-3%	-1
CCOC(=O)CN1C(=O)CC(c2ccc([N+](=O)[O-])cc2)C1=O (centres undefined)	12%	0%	?	-5%	-2%	-1%	3%	0%	-36%	.	?
COc1cccc(NC(=S)Nc2ccc(Br)cc2Cl)c1	.	9%	0%	8%	?	8%	1%	13%	-2%	4%	22
O=S(=O)(c1ccccc1)c1nc(-c2ccccc2)oc1N1CCOCC1	?	-2%	32%	-1%	-1%	0%	12%	0%	-27%	1%	-4
S=C1NC2CCCCC2N1 (centres undefined)	11%	1%	0%	8%	-1%	-4%	-38%	7%	5%	3%	-4
N#C/C(=C\c1c[nH]c2ccccc12)c1nnc2n1CCCCC2	-11%	10%	5%	2%	?	0%	6%	24%	?	17%	11
CC(C)Oc1ccc(S(=O)(=O)N2CCCCC2)cc1NC(=O)CC1OC(=O)c2ccccc21 (centres undefined)	.	-1%	.	-7%	2%	-1%	.	-12%	.	0%	19
COCCNc1nc(N)c([N+](=O)[O-])c(N2CCCCCC2)n1	-17%	-3%	1%	-7%	0%	-5%	.	-11%	22%	-2%	21
COc1ccc(C(O)(CCC(C)C)C(CN2CCOCC2)c2ccc(Cl)cc2)cc1 (centres undefined)	?	.	-3%	0%	1%	0%	.	-93%	19%	.	-24
COc1cc2c(cc1OC)CN(C(=O)c1ccc3[nH]c(C)c(C)c3c1)CC2	-4%	-6%	-4%	-1%	-6%	-1%	?	-18%	16%	-4%	10
COc1ccc(/C=C2\CCC(C3CCCC3)C2=O)cc1Cn1nc(C)cc1C (centres undefined)	-25%	2%	-11%	0%	?	-3%	7%	6%	1%	1%	13
O=C(CN1CCC(NC(=O)c2cccc(F)c2)CC1)Nc1ccc(Br)cc1	11%	-11%	5%	9%	2%	-6%	0%	-21%	?	-27%	10
CCc1ccc(N2CC(C(=O)NCCC3=CCCCC3)CC2=O)cc1 (centres undefined)	.	-3%	2%	-3%	-2%	0%	-9%	-4%	6%	17%	-21
COc1ccc(CNC(=O)c2ccc3oc(C(C)C)nc3c2)cc1	.	?	?	2.8µM*	15µM*	3.5µM*	.	?	24%	?	2
COc1ccc(OC)c(S(=O)(=O)NCC(=O)NC2CCCc3ccccc32)c1 (centres undefined)	.	0%	.	-3%	-2%	-3%	.	-14%	.	-6%	-15
Cc1ccc(C2(c3noc(CN4CCC(C(=O)N5CCOCC5)CC4)n3)CCCC2)cc1	-15%	-2%	0%	-3%	1%	-2%	0%	-9%	-18%	-4%	-14
Cc1oc2c(c(C)cc3oc(=O)c(CC(=O)NCCCN4CCCC4=O)c(C)c32)c1C	-16%	0%	-9%	-8%	-5%	-1%	-1%	-9%	-23%	7%	-11
NS(=O)(=O)c1ccc(NCC2COc3ccccc3O2)c([N+](=O)[O-])c1 (centres undefined)	25%	4%	?	21%	-11%	-1%	20µM*	56%	?	-1%	13
CC1CCN(C(=O)Cn2cc(C(=O)c3ccco3)c3ccccc32)CC1	17%	0%	1%	9%	-5%	-2%	-12%	-2%	34%	26%	-9
O=C(c1ccc([N+](=O)[O-])cc1[N+](=O)[O-])N1CCc2ccccc21	1%	-1%	-21%	5%	0%	3%	-1%	-33%	?	-32%[inhibitor]	?
Cc1nn(C)cc1/C=C(/C#N)C(N)=O	4%	3%	7%	0%	-2%	0%	7%	1%	-11%	7%	-1
CCC(C)NCC(O)COCc1ccc(Cl)cc1 (centres undefined)	-9%	-6%	-10%	-14%	-8%	1%	-10%	5%	25%	-18%	42[activator]
Cc1ccc(-c2csc(NC(=O)c3ccc4c(=O)n5c(nc4c3)CCCCC5)n2)cc1	-1%	-11%	-9%	-7%	?	-5%	1%	-9%	?	-5%	17

Source: PubChem (National Center for Advancing Translational Sciences (NCATS))

This is a subset; count on the stated rates, not on these rows.
